# p53ts 32C tox: kills p53ts cells at the permissive temperature; H1299-p53A138V at 32C, ATP luminescence viability, 24 h; Potency, µM (titrated, usually from 46.1 µM), inactives show top-dose activity change, negative = cytotoxicity, hits mostly cytotoxic; 130,000 compounds, 0.93% hits; AID 924;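 further: 0% = DMSO and -100% = full killing by reference compound; nearly all actives have a fitted effect of over 55% in size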
#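 H1299-p53 A138V cells (temperature-sensitive p53) exposed 24 h to up to 46 uM compound at 32C, where p53 is wild-type in conformation. Viability read as ATP luminescence and normalised to DMSO and 100 uM tamoxifen. AC50 fitted with the Hill equation.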
# IkB signaling: inhibitors of IkB signaling in ABC-DLBCL cells; 110,000 compounds, 0.04% hits; ABC-DLBCL IkBa-CBG/CBR dual luciferase ratio, 4 h; response scale: scaled: untreated 0%, proteasome inhibitor 100%; Potency, µM (top dose mostly 57.1 µM), inactives show top-dose IkBa stabilization activation; active means well fitted curve in the direction sought with a large enough effect in the signal ratio, not every such curve was filed as active; inconclusive means small, poorly fitted or top-dose-only effect, or a change in a side signal; the % refers to the signal ratio;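 further: the direction sought is a rising ratio; 0% = basal untreated cells and 100% = reference inhibitor full response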
#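 Curves were fitted separately to fusion (green), unfused (red) and ratio luminescence, then classed by r2, magnitude and activity. Cells: OCI-Ly3, 4 h compound plus doxycycline at 37C; 10 uM MG-132 defined full response.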
# Imprint erasure: inducers of genomic imprint erasure in mouse ES cells; 110,000 compounds, 0.02% hits; mouse ES Peg3-LacZ reporter, beta-gal luminescence, 40 h; Potency, µM (series often up to 60.7 µM), without a hit: at the highest dose activity change, positive = activation, most hits filed as activators;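 further: 0% = negative control wells on the plate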
#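 Readout: BetaGlo luminescence (5 min, room temp) for LacZ from the normally silent maternal Peg3 allele in female Peg3LacZ-Neo ES cells. Cells 300/well, 40 h, 37C, 5% CO2. Data normalized per plate to negative controls.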
# p53ts 39C kill: cytotoxicity in p53ts cells at nonpermissive temperature; H1299-p53A138V viability at 39C, ATP luminescence, 24 h; 130,000 compounds, 1.5% hits; Potency, µM (titrated, usually from 46.1 µM), without a hit: top-dose activity change, negative = cell killing, hits mostly cytotoxic; further: nearly all actives have a fitted effect of over 55% in size
# The depositor's hits bear a star; ? = inconclusive; . = no result given; [ ] = dose if it differs, or a comment. Unless noted, the call rests on the fitted dose curve; in most records, active means well fitted curve in the direction sought with a large enough effect; inconclusive means small, poorly fitted or top-dose-only effect, or another doubt; inactive means no such curve, though single readings can be large; an effect the other way counts as inactive or inconclusive. Unless noted, on the % scale 0 is the no-effect control and ±100 the full control effect; potency means the concentration at half of the fitted maximal effect. Rows are unselected, and some 1.8% of all compounds hit somewhere here.
cpd	SMILES	p53ts 32C tox	IkB signaling	Imprint erasure	p53ts 39C kill
1	Cc1ccc(NS(=O)(=O)c2ccc3c(c2)n(C)c(=O)n3C)c(C)c1	-1%	7.4%	-5%[10.9 µM]	-10%
2	CCOC(=O)N1CCN(Cc2nc3cc(NC(C)=O)ccc3n2C(C)C)CC1	2%	-3.5%	-7%[10.9 µM]	-11%
3	C=Cc1ccc(Cn2c(C(=O)O)c(CNCc3ccc(F)cc3)c3ccc(C)cc32)cc1	-8%	?	-10%[10.9 µM]	?
4	COc1ccc(C[N+](C)(C)N)cc1OC	-5%[9.22 µM]	-0.1%[11.4 µM]	-11%[10.9 µM]	-4%[9.22 µM]
5	COc1cc(Cl)c(C)cc1NC(=O)CSc1cc(=O)n(C)c2cc(Cl)ccc12	5%	-0.4%	9%[10.9 µM]	25%
6	C=CCSc1nnc(-c2ccccc2NC(=O)CC)c(=O)[nH]1	3%	-0.1%	3%	8%
7	C=CCN=C(NC#N)SCC(=O)c1cccc(OC)c1	-2%	?	-20%	-11%
8	Cc1ccccc1C(=O)Nc1nnc(SCc2cc(=O)c3c(C)ccc(C)c3[nH]2)s1	-8%	?	-18%[10.9 µM]	-4%
9	O=C(O)C1C2C=CC(O2)C1C(=O)Nc1ccccc1C(F)(F)F (configuration not stated)	-11%	0.0%	4%	-6%
10	CCN(CC)c1ccc(C2CC(=O)NC3=C2C(=O)CC(C)(C)C3)cc1 (configuration not stated)	6%	1.0%	-26%	3%
11	Cc1nc2ccccn2c(=O)c1NC(=O)c1ccccc1Cl	19%	-0.7%	-5%[10.9 µM]	7%
12	CC(C)(C)OC(=O)N1CCC(c2c(C(=O)O)cnn2-c2ccc(F)cc2F)CC1	-7%	-0.1%	-11%[10.9 µM]	-2%
13	Cc1nn(-c2ccccc2)c(OC(=O)c2ccccc2)c1S(=O)(=O)c1ccccc1	10%	?	-10%[10.9 µM]	1%
14	Cc1nc(-c2ccccc2)sc1-c1ccc(SCC(=O)NCc2ccc(Cl)cc2)nn1	-12%	-0.9%	-21%[10.9 µM]	-15%
15	Cc1ccc(Nc2cc(=O)[nH]c(=O)[nH]2)cc1C	-4%	-2.3%	-11%[10.9 µM]	?
16	CC(C)c1ccc(NC(=O)CN2C(=O)C3(SCC(=O)N3c3ccc(F)cc3)c3ccccc32)cc1 (configuration not stated)	-2%	?	-5%[10.9 µM]	-23%
17	O=C(CSc1ccccn1)N1CCN(C(=O)CSc2ccccn2)CC1	0%	2.5%	.	9%
18	O=C(COC(=O)c1ccc(S(=O)(=O)N2CCOCC2)cc1)NC1CCCCCC1	9%	0.6%	-4%	11%
19	Cc1noc(/C=C/NCc2cccnc2)c1S(=O)(=O)N(C)CC(=O)N1CCc2ccccc21	-3%	?	-4%	11%
20	CN(C)c1ccc(P(=O)(Nc2ccc([N+](=O)[O-])cc2)N2CCOCC2)c(NC(=O)c2cccs2)c1 (configuration not stated)	8%	.	.	-4%
21	COC(=O)CNC(=O)Cc1c(F)cccc1Cl	6%	2.0%	8%	0%
22	CCCCC(=O)Nc1cccc(-c2nn3c(C)nnc3s2)c1	2%	0.1%	-30%[inhibitor]	12%
23	CCCNC(=O)Cn1nc(C)c2c(C)n(-c3ccccc3)nc2c1=O	11%	-0.7%	16%[10.9 µM]	43%
24	COc1cc(C(=O)N(Cc2cc3ccccc3[nH]c2=O)CC2CCCO2)cc(OC)c1OC (configuration not stated)	-2%	2.7%	-6%	6%
25	CC(C)CO/N=C1/C[C@@H](O)[C@@H](O)[C@@H]2[C@@H]3C(=O)N(C4CCCCC4)C(=O)[C@H]3CC[C@H]12	-5%[9.22 µM]	.	.	-6%[9.22 µM]
26	Cc1sc2ncn(CC(=O)N3CCN(c4ccc(Cl)cc4)CC3)c(=O)c2c1S(=O)(=O)N1CCN(c2ncccn2)CC1	19%	?	3%[10.9 µM]	-20%
27	COc1cc2c(cc1OC)C(c1cccs1)NCC2 (configuration not stated)	-2%	-0.7%	-10%	13%
28	Cc1ccc(CNC(=O)CSc2ncc3c(n2)-c2ccc(Cl)cc2N(Cc2ccccc2)S3(=O)=O)cc1	7%	-0.6%	16%[10.9 µM]	-15%
29	COc1cccc(C2=C(C(C)=O)Sc3nnc(C4CCCCC4)n3N2C(C)=O)c1	9%	-2.1%	-5%[10.9 µM]	-4%
30	COc1ccc(-n2nc(C(=O)N3CCCCC3C)c3c4ccccc4n(C)c3c2=O)cc1Cl (configuration not stated)	11%	-2.5%	-4%[10.9 µM]	6%

# In the list so far, these have a COOH group:
cpd	SMILES	p53ts 32C tox	IkB signaling	Imprint erasure	p53ts 39C kill
3	C=Cc1ccc(Cn2c(C(=O)O)c(CNCc3ccc(F)cc3)c3ccc(C)cc32)cc1	-8%	?	-10%[10.9 µM]	?
9	O=C(O)C1C2C=CC(O2)C1C(=O)Nc1ccccc1C(F)(F)F (configuration not stated)	-11%	0.0%	4%	-6%
12	CC(C)(C)OC(=O)N1CCC(c2c(C(=O)O)cnn2-c2ccc(F)cc2F)CC1	-7%	-0.1%	-11%[10.9 µM]	-2%

# The list goes on.
cpd	SMILES	p53ts 32C tox	IkB signaling	Imprint erasure	p53ts 39C kill
31	CC1(C)CC(=O)C=C(Nc2cc(-c3ccccc3)[nH]n2)C1	10%	?	-3%	3%
32	Cc1ccccc1C(=O)NC1CCN(Cc2nnnn2Cc2ccc(F)cc2)CC1	1%	1.1%	-15%	-5%
33	CCOc1ccc(N(C)C(=O)C2CCN(S(=O)(=O)c3ccc4c(c3)CCCN4C(C)=O)CC2)cc1	-8%	?	-7%[10.9 µM]	-7%
34	O=C(CC1Sc2ccccc2NC1=O)Nc1cccc(C(=O)O)c1 (configuration not stated)	-12%	?	-6%	-3%
35	N/C(=N\c1nc2c(c(=O)[nH]1)CCCC2)Nc1ccccc1	2%	-0.5%	-7%	12%
36	CCc1cccc(N2C(=O)CSC23C(=O)N(Cc2ccccc2F)c2ccccc23)c1 (configuration not stated)	33%[activator]	?	-3%[10.9 µM]	5%
37	CC1(C)CC2CC(C)(CN2C(=O)CCCN2C(=O)c3ccccc3C2=O)C1 (configuration not stated)	2%	-1.9%	-2%	3%
38	O=C(Nc1ccc(SC(F)F)cc1)C12CCC(CC1)C2	-32%	.	.	-7%
39	Cc1cc(C)cc(OCc2nnc(SCC(=O)Nc3ccccc3)o2)c1	-2%	10%	-13%	12%
40	CN=C1CC(SC)=C1c1ccc(C)cc1	6%	.	.	4%
41	N#CC1=C(N)OC2=C(C(=O)CCC2)C1C1C=CCCC1 (configuration not stated)	19%	.	.	20%
42	COc1ccc(-n2ncc3c(NCc4cccs4)ncnc32)cc1	-10%	-0.2%	1%	-15%
43	Cc1ccc(CCNC(=O)c2ccc3c(c2)N(Cc2ccc(F)cc2)CCS3)cc1	5%	5.5%	-2%[10.9 µM]	22%
44	Cc1cc(C)cc(OCc2cc(=O)n3c4c(sc3n2)CCCC4)c1	-6%	0.6%	-13%[10.9 µM]	17%
45	O=C(Cc1cc(=O)[nH]c(=O)[nH]1)N1CCC(Cc2ccccc2)CC1	10µM*	1.3%	-15%	?
46	CSc1cccc(NC(=O)CSc2nnc(C)s2)c1	-8%	0.9%	14%	-2%
47	CCOC(=O)c1cnc2ccc(OC(F)(F)F)cc2c1Nc1ccccc1C(=O)O	-2%	?	-14%[10.9 µM]	?
48	Nc1nc(Nc2cccc3ccccc23)nc(C2CCCC2=O)n1 (configuration not stated)	-4%	-0.4%	-7%	-4%
49	COc1nc(Nc2cccc(C(F)(F)F)c2)nc(OC)n1	4%	-0.4%	-27%	-6%
50	O=C(NC12CC3CC(CC(C3)C1)C2)N1CCN(C(=O)C2CCCO2)CC1 (configuration not stated)	0%	1.9%	-20%	12%
51	CCCc1nc2c(C)cc(-c3nc4ccccc4n3C)cc2n1Cc1ccc(-c2ccccc2C(=O)O)cc1	-4%	.	-21%	3%
52	CCCCN(CC)C(=O)CCn1c(=O)c2cccn2c2cccnc21	-3%	?	-12%[10.9 µM]	26%
53	O=C(CSc1n[nH]c(-c2ccccc2)n1)NCCCc1ccccc1	-7%	?	-5%[10.9 µM]	-5%
54	O=C(COC(=O)c1ccc(S(=O)(=O)Nc2ccccc2)cc1)NCCN1C(=O)CSC1=O	-1%	1.7%	-13%	-4%
55	Cc1cccc(-n2c(=O)c3c(c4cc(C)ccc4n3C)n(CC(=O)Nc3ccccc3Cl)c2=O)c1	8%	0.9%	14%[10.9 µM]	-2%
56	CN/S(=N/S(=O)(=O)c1ccccc1)c1ccc(C)cc1 (configuration not stated)	5%	1.5%	-3%	4%
57	COc1ccc2nc(-c3ccccc3)[nH]c2c1	10µM*	?	-95%[inhibitor]	13µM*
58	Cc1nnc(N(CCC#N)CCC#N)s1	-2%	2.1%	.	7%
59	Cc1ccc(C(=O)Nc2cccc(C(=O)NCc3ccco3)c2)cc1	?	2.0%	-23%	-19%
60	CC(=O)N1CCN(C(=O)COc2ccc(Br)cc2)CC1	1%	1.3%	-2%	-7%

# Profiles, looked up by structure. Values in the order: p53ts 32C tox	IkB signaling	Imprint erasure	p53ts 39C kill
# COC(=O)CNC(=O)Cc1c(F)cccc1Cl in the list: 6%	2.0%	8%	0%
# CCc1cccc(N2C(=O)CSC23C(=O)N(Cc2ccccc2F)c2ccccc23)c1 (configuration not stated) in the list: 33%[activator]	?	-3%[10.9 µM]	5%
# COc1ccc(-n2nc(C(=O)N3CCCCC3C)c3c4ccccc4n(C)c3c2=O)cc1Cl (configuration not stated) in the list: 11%	-2.5%	-4%[10.9 µM]	6%
# CN(C)c1ccc(P(=O)(Nc2ccc([N+](=O)[O-])cc2)N2CCOCC2)c(NC(=O)c2cccs2)c1 (configuration not stated) in the list: 8%	.	.	-4%
# O=C(O)C1C2C=CC(O2)C1C(=O)Nc1ccccc1C(F)(F)F (configuration not stated) in the list: -11%	0.0%	4%	-6%

# Following part:
cpd	SMILES	p53ts 32C tox	IkB signaling	Imprint erasure	p53ts 39C kill
61	CS(=O)(=O)NCCSc1nnnn1-c1ccccc1	4%	1.2%	-5%	5%
62	CSc1nc(-c2ccccc2Cl)nc2c1Cc1c(CO)cnc(C)c1O2	11%	-1.3%	-9%[10.9 µM]	-20%
63	CC(C)CC(NC(=O)COc1ccccc1)C(=O)O (configuration not stated)	-5%	-0.5%	13%	-4%
64	CC(=O)C1=C(O)C(=O)N(CCc2c[nH]c3ccccc23)C1c1ccc(O)cc1 (configuration not stated)	11%	1.2%	-2%	9%
65	COc1cccc(Nc2ncc3nc(-c4cc(F)cc(F)c4)c(=O)n(C4CC4)c3n2)c1	-5%	0.5%[11.4 µM]	.	1%
66	Nc1cc(=O)[nH]c(SCCNS(=O)(=O)c2ccccc2)n1	-4%	1.9%	.	-8%
67	CCOC(=O)Cn1cnc2c(cnn2-c2ccc(Cl)cc2)c1=O	-9%	-0.5%	-5%	-16%
68	CCn1nc(C(=O)OCC(=O)c2c[nH]c3ccccc23)c2ccccc2c1=O	-2%	?	-13%	-22%
69	Cc1ccc2c(COC(=O)c3cnc(C)cn3)cc(=O)oc2c1	-4%	0.8%	-2%	0%
70	Cc1cccc(C)c1OCc1cc(=O)n2c3c(sc2n1)CCCC3	-18%	-1.6%	-14%[10.9 µM]	-27%
71	O=C(CSc1nc2ccccc2[nH]1)NCCN1CCCCC1	-3%	3.9%	-16%	3%
72	CCCN(S(=O)(=O)c1ccc(OCC)cc1)S(=O)(=O)c1cccs1	-4%	-1.2%	-10%	-13%
73	CC(C)Nc1nc(N(c2ccccc2)c2ccccc2)nc(-n2ccnc2)n1	11%	0.5%	-5%	10%
74	Cc1ccc2oc(C(=O)Nc3ccc(S(=O)(=O)N4CCCCC4C)cc3)cc(=O)c2c1 (configuration not stated)	-1%	-2.1%	-7%[10.9 µM]	5%
75	CC(=O)N=c1sc2ccccc2n1C	1%	1.4%	-11%	-4%
76	Cc1ccccc1CS(=O)(=O)CCC(=O)N1CCN(c2ccc(N3CCOCC3)nn2)CC1	-9%	-1.8%	-1%	-2%
77	CCOc1ccc2c(c1)c(=O)c(C(=O)c1ccccc1)cn2Cc1ccccc1F	-5%	?	2%[10.9 µM]	-3%
78	COc1ccccc1NC(=O)CN1C(=O)C(C)(C)c2ccccc21	3%	?	-6%[10.9 µM]	-13%
79	O=S(=O)(O)CCN1CCOCC1	-4%	0.3%	-9%	-2%
80	CCOc1ccccc1N(CC(=O)N1CCc2ccccc2C1)S(=O)(=O)c1ccccc1	6%	9.7%	-8%[10.9 µM]	1%
